Kir21 block: inhibitors of mouse Kir2.1 inward-rectifier potassium channel | Inward rectifier potassium channel 2 (Mus musculus), P35561 | HEK293-Kir2.1, FluxOR thallium flux fluorescence; stronger effect = lower value | B-score at 10 µM | 310,000 tested, 0.85% active;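 active = fluorescence ratio B-score at or below minus 3 SD of library scores, with starting-brightness B-score within 2 SD, cut at about -4.2 in these data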;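 also: channel flux triggered by added potassium and thallium sulfate stimulus; B-score of peak minus minimum fluorescence over baseline after thallium stimulus; more negative B-score means stronger Kir2.1 block with less thallium influx; some compounds called inactive have numbers as strong as hits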
Target sequence (P35561 whole entry, looked up): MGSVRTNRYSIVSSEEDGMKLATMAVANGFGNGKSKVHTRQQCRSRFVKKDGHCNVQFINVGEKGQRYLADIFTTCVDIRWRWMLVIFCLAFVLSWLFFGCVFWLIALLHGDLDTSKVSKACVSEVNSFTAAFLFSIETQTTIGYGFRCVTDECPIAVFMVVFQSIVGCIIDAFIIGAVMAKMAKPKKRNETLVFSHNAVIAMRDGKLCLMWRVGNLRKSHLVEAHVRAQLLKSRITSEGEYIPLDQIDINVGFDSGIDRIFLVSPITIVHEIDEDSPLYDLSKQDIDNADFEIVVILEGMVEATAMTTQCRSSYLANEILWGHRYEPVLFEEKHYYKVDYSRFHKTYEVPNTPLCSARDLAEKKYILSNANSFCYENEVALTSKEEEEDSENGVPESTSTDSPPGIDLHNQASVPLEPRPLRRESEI
STK33 kinase inh: inhibitors of purified STK33 kinase, primary screen, biochemical, ADP-Glo luminescence, homogeneous, cell-free; Serine/threonine-protein kinase 33 (Homo sapiens), Q9BYT3; MBP phosphorylation; inhibition, % at 10 µM; 320,000 tested, 0.073% active;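 active = inhibition at or above 25%, using the most active replicate where run in duplicate; inactive = inhibition below 25%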
Target sequence (Q9BYT3 whole entry, looked up): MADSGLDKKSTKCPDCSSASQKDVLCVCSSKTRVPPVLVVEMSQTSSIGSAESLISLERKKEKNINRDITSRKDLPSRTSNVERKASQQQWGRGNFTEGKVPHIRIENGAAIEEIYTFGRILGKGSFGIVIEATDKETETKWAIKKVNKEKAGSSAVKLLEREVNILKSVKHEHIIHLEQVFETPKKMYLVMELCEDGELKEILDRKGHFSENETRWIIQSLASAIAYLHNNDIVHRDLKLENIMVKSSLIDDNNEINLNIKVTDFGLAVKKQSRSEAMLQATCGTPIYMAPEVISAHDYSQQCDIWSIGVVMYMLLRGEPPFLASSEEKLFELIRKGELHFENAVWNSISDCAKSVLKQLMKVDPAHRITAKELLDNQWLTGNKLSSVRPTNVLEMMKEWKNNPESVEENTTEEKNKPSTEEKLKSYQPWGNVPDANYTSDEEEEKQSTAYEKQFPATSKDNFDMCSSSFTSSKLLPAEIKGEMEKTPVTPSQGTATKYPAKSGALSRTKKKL
* hit, by the source's call; . = not tested or not shown.

canonical_smiles | Kir21 block | STK33 kinase inh
CCO[C@H]1OC(C(=O)N2CCN(C)CC2)=C[C@@H](C(C)(C)C)[C@@H]1CCCO | -0.66 | -1.1
C#CCN(CC=C)C(=O)C1CCC(=O)N(CCCc2ccccc2)C1 (stereo not given) | -2.4 | 0.1
CCCc1c(C(=O)Nc2cc(C(C)(C)C)on2)cnn1-c1ccccc1 | -0.61 | -1.4
CCOc1ccccc1NC(=O)CC1Nc2cc(C)c(C)cc2NC1=O (stereo not given) | 0.18 | 0.4
Cc1n[nH]c(=O)c2c(NC(=O)CSc3nncs3)oc(C)c12 | -0.04 | -1.1
Clc1cc(Br)ccc1OCCOCCN1CCOCC1 | -1.7 | 0.5
CCOCCCNC(=O)C1CCC(CNS(=O)(=O)c2ccc(Cl)cc2)CC1 (stereo not given) | -0.14 | 1.1
CC(=O)NNc1ncnc2c1cnn2-c1ccc(C)cc1 | 0.93 | -0.6
O=c1cc(Nc2ccc3c(c2)OCCO3)[nH]c(=O)n1-c1ccc(Br)cc1 | 0.05 | -0.6
Cc1nn(C)c(C)c1S(=O)(=O)N1CCC(C(=O)NC(C)c2ccccc2)CC1 (stereo not given) | 1.7 | 1.5
CCOc1cc(C)c(S(=O)(=O)NCc2ccccn2)cc1C | -0.4 | 0.3
O=c1cc(CNc2cc(C(F)(F)F)cc(C(F)(F)F)c2)nc2sccn12 | -0.26 | 0.4
COc1cc(S(=O)(=O)N2CCN(c3ccccc3F)CC2)c(OC)cc1Cl | 0.82 | 4.1
O=C(Nn1c(COc2ccccc2)nc2ccccc2c1=O)C(Cl)(Cl)Cl | 0.88 | -1.7
CCOc1ccc(N2CC(C(=O)Nc3nnc(Cc4ccc(OC)cc4)s3)CC2=O)cc1 (stereo not given) | 0.35 | 1.4
CCN1CCN(C(=O)COCc2cc(-c3ccc4c(c3)OCO4)on2)CC1 | -1.3 | -0.9
c1ccc2c(c1)nnn2-c1ncnc2sccc12 | 0.02 | 1.9
CCSc1nnc(-c2cc(Br)ccc2N=Cc2c(C)[nH]n(-c3ccccc3)c2=O)c(=O)[nH]1 | 2.6 | -0.7
O=C(Cn1ncc2c(=O)oc3ccccc3c21)NCCN1CCN(c2ccccc2F)CC1 | 0.02 | -2.2
Cc1ccc(OCCN(C)C(=O)C2CCC(=O)N(CCCN3CCOCC3)C2)cc1 (stereo not given) | -0.43 | -0.2
Cc1sc2ncnc(SCC(=O)NC(C)C(C)C)c2c1C (stereo not given) | 0.01 | 5.6
C/C(N)=C(/C#N)C(=O)COC(=O)c1ccc(NC(N)=O)cc1 | 1.2 | -2.0
Cc1ccc(-n2nnnc2Sc2nc([N+](=O)[O-])nn2C)cc1 | 1.1 | -0.4
O=C(Cc1ccccc1)Nc1ccc2c(c1)OC1(CCCC1)O2 | . | 1.2
COc1cccc(C(=O)N2CCN(S(=O)(=O)Cc3ccccc3)CC2)c1 | 0.04 | -3.0
COc1cccc(CNn2c(-c3cccc(C)c3)nc3ccccc3c2=O)c1O | -1.2 | 0.4
OCCNc1ncnc2ccc(Br)cc12 | -1.1 | 14
COc1ccc2nc(SCC(=O)Nc3c(C)cccc3C)[nH]c2c1 | -1.4 | -0.5
Cc1cc(C(=O)OCC(=O)N2CCOCC2)c(C)n1-c1ccccc1 | . | -1.9
Cc1c(Cl)cccc1NC(=O)CNC(=O)Cc1n[nH]c(=O)c2ccccc12 | . | -0.1
CCOC(=O)C1=C(C)NC(=O)NC1c1ccsc1 (stereo not given) | 3.5 | -1.9
CSCCC(NC(=O)c1ccc(Cl)cc1Cl)C(=O)OCC(N)=O (stereo not given) | -0.83 | 1.1
COC(=O)c1ccc(N2CCN(c3ccccc3)CC2)c(NC(=O)C2CC2)c1 | -0.07 | -0.9
O=C(NC1CCCCC1)c1ccc(CNc2ccccc2)o1 | -2.2 | -1.8
CCC1c2ccc(C)n2CCN1C(=O)Nc1ccc(F)cc1 (stereo not given) | -0.94 | -0.8
CC1CN(CC(=O)NCc2ccccc2)CC(C)O1 (stereo not given) | -0.54 | -1.0
O=C(CN(Cc1ccc2c(c1)OCO2)C(=O)CNC(=O)c1ccco1)NC1CCCCC1 | 0.65 | -0.2
CCOc1ccc(/C=N/OCC(=O)Nc2cc(C)on2)cc1 | 1.1 | -0.7
N#Cc1c(Cl)cccc1-n1ccnc1 | 0.11 | -0.5
CC(C)(C)c1ccc(NC(=O)CCNC(=O)c2ccco2)cc1 | 0.12 | 0.4
COc1ccc(-n2nnnc2SCC(=O)NCCc2ccccc2)cc1OC | -1.6 | -1.1
Cc1cc(O)ccc1N/C=C(\C#N)c1nc2ccccc2o1 | 1.3 | -0.9
Cc1ccc(S(=O)(=O)N2CCC(C(=O)Nc3ccc4c(c3)COC4=O)CC2)cc1 | 0.38 | -0.7
C[C@@H](C(=O)Nc1ccccc1N1CCOCC1)N1C(=O)C2CCCCC2C1=O (stereo not given in full) | . | 0.0
CC(C)NS(=O)(=O)c1ccc(CCC(=O)NCc2ccncc2)cc1 | -0.79 | -1.8

Five structures from above, ordered by molecular weight, falling.
canonical_smiles | Kir21 block | STK33 kinase inh
C[C@@H](C(=O)Nc1ccccc1N1CCOCC1)N1C(=O)C2CCCCC2C1=O (stereo not given in full) | . | 0.0
COC(=O)c1ccc(N2CCN(c3ccccc3)CC2)c(NC(=O)C2CC2)c1 | -0.07 | -0.9
CC(C)NS(=O)(=O)c1ccc(CCC(=O)NCc2ccncc2)cc1 | -0.79 | -1.8
CC(C)(C)c1ccc(NC(=O)CCNC(=O)c2ccco2)cc1 | 0.12 | 0.4
CC1CN(CC(=O)NCc2ccccc2)CC(C)O1 (stereo not given) | -0.54 | -1.0

Additional entries follow:
canonical_smiles | Kir21 block | STK33 kinase inh
CCCCCn1c(CN2CCN(C)CC2)nc2c1c(=O)n(C)c(=O)n2C | 0.35 | 1.0
COc1cc(OC)cc(-c2c(C#Cc3ccsc3)c3cc(-c4ccc(N(C)C)nc4)ccc3n2C)c1 | . | -1.0
C/C(=N\NC(=O)c1ccc(Cl)c(Cl)c1)c1ccc(Br)s1 | 1.1 | -1.3
CC1(C)CC2CC(C)(CN2Cc2c(O)ccc3ccccc23)C1 (stereo not given) | -0.61 | 0.5
O=C(c1ccccc1F)N1CCc2ccccc21 | -0.94 | -1.0
O=C(NCc1ccco1)C(c1ccncc1)N(CCC1=CCCCC1)C(=O)Cn1nnc2ccccc21 (stereo not given) | -1.4 | 0.4
CCOc1ccc(NCc2nnc(SCc3ccc(Cl)cc3)n2-c2ccccc2)cc1 | -2.2 | -1.1
Cc1ccc(SCC(=O)c2sc(-c3ccccc3)nc2C)cc1 | 0.02 | 0.7
O=C(CCSCCC(=O)NCc1ccco1)NCc1ccco1 | 0.67 | 0.4
CCCCCCSc1cccc(-c2nc3cc(C)ccn3c2NC2CCCCC2)c1 | 0.67 | 0.4
COc1cc(Br)cc(C=Nc2cccc(C(F)(F)F)c2)c1O | 0.92 | -1.6
CCNC(=S)Nc1cc(OCC)c(NC(=O)c2ccco2)cc1OCC | -0.37 | -2.4
Cc1onc(-c2ccccc2Cl)c1C(=O)NCc1ccc(N2CCCC2=O)cc1 | -0.1 | 1.0
COc1ccccc1/C=C\C=N\n1c(C2CCCCC2)n[nH]c1=S | -0.09 | 0.3
CCC(=O)c1c(CC)c2n3c1CC[C@H]3CCC2 | 0.1 | 0.5
COc1ccc([N+](=O)[O-])cc1NC(=O)CC(C)c1ccccc1 (stereo not given) | -0.76 | -0.4
COCCN(C/C=C/c1ccccc1)C/C=C/c1ccccc1 | -2.5 | -0.7
CC1CN(C(=O)CN(C)S(=O)(=O)c2ccc3ccccc3c2)CC(C)O1 (stereo not given) | -0.1 | -0.1
CCOC(=O)c1cn2nc(Oc3ccc(C(=O)OC)cc3)ccc2n1 | -0.36 | -1.1
CN(Cc1ccccc1)C(=O)COC(=O)c1ccc2ccccc2n1 | 1.7 | -1.2
O=C(O)CCSc1nnc(-c2ccncc2)n1-c1ccccc1 | -0.03 | -0.5
CCOC(=O)c1nnn(-c2nc(OC)nc(N(C)C)n2)c1-c1ccccc1 | 0.52 | -0.9
COc1ccc(OC)c(-c2nnc(NC(=O)C(C)Sc3nncn3C)s2)c1 (stereo not given) | -0.89 | -1.6
CS(=O)(=O)NN1C(=O)c2ccccc2NC1c1ccccc1 (stereo not given) | -0.06 | 1.9
NC(=O)/C(=C/c1ccc2c(c1)OCO2)NC(=O)c1ccco1 | -1.6 | 1.2
Cc1ccccc1C(=O)N1CCC(C(=O)Nc2cccc(F)c2)CC1 | -0.98 | -0.1
O=C(NCCN1CCCCC1)Nc1ccccc1F | 0.29 | -1.4
COc1ccc(N2CCN(CC(=O)Nc3ccc(C)c(C)c3)CC2)cc1 | -0.85 | -2.2
COc1ccc(NCc2nnc(SCC(=O)Nc3ccc(OC)cc3)n2C)cc1 | 0.34 | -0.1
CCCCNC(=O)c1cccc2c(=O)c(C)c(-c3ccccc3)oc12 | 0.69 | -0.7
COc1cccc(N2CCN(Cc3nc(N)nc(Nc4ccccc4OC)n3)CC2)c1 | -0.44 | .
O=C(O)c1cc(N/N=C/c2c[nH]c3ccccc23)ccc1Cl | -0.68 | -1.9
O=C(N1CCN(c2ccccc2)CC1)C1(S(=O)(=O)c2ccc(Cl)cc2)CC1 | -1.5 | -0.2
COc1cccc(CNC(=O)C2CCCN(S(=O)(=O)c3c(C)noc3/C=C/N(C)C)C2)c1 (stereo not given) | 0.98 | -1.9
Cc1c(S(=O)(=O)Nc2cc(Cl)ccc2Cl)c(=O)n(C)c(=O)n1C | 0.27 | 0.1
COCCCN1CCc2[nH]c(=S)[nH]c(=O)c2C1 | 0.14 | .
N#Cc1ccc(CC(C(=O)O)N2Cc3ccccc3C2=O)cc1 (stereo not given) | 0.33 | -0.8
O=C(N/N=C/c1ccc(O)cc1)c1ccncc1 | 0.5 | -2.4
O=C(NC1CC2CCCC(C1)N2Cc1ccccc1)c1ccc([N+](=O)[O-])cc1 (stereo not given) | -1.1 | -0.3
COc1ccc(-n2c(-c3ccc(F)cc3)cnc2SCC(=O)NCc2ccco2)cc1 | -3.4 | 0.0
COc1ccc(NS(=O)(=O)c2cccc(C(=O)NCc3ccco3)c2)cc1 | -1.6 | 0.2
CC(C)(CNC(=O)C1CCCN1C(=O)c1cccs1)N1CCOCC1 (stereo not given) | 0.18 | -2.1
Cc1ccc(C(=O)OC(C)C(=O)Nc2ccc(S(N)(=O)=O)cc2)cc1S(=O)(=O)N1CCOCC1 (stereo not given) | 0.65 | .
O=C(CC(C(=O)N1CCc2ccccc21)n1ccnc1)NCc1ccccc1 (stereo not given) | -0.7 | 6.3
CCCCN(CC)CCNC(=O)c1ccc2c(Cl)c3c(nc2c1)CCC3 | -2.4 | 0.5

An excerpt from above in order of the Kir21 block value, low to high:
canonical_smiles	Kir21 block
CC(C)(CNC(=O)C1CCCN1C(=O)c1cccs1)N1CCOCC1 (stereo not given)	0.18
Cc1c(S(=O)(=O)Nc2cc(Cl)ccc2Cl)c(=O)n(C)c(=O)n1C	0.27
Cc1ccc(C(=O)OC(C)C(=O)Nc2ccc(S(N)(=O)=O)cc2)cc1S(=O)(=O)N1CCOCC1 (stereo not given)	0.65

Further entries
canonical_smiles | Kir21 block | STK33 kinase inh
CCCC(=O)Nc1nc2c(OC)ccc(OC)c2s1 | -0.44 | -0.4
O=C1OC[C@@H]2CCCN2C(=O)[C@@H](CC(=O)N(CCO)Cc2ccccc2)C/C=C\C[C@@H]1Cc1ccc(F)cc1 | . | -2.8
Cc1ccccc1NC(=S)c1nc2ccccc2[nH]1 | -1.4 | -1.4
Cc1ccc(S(=O)(=O)N(C)Cc2nc(-c3ccccn3)no2)cc1 | -0.32 | 0.3
CCC(=O)Nc1ccc(C(=O)OCc2ccc(Cl)c(Cl)c2)cc1 | -1.3 | -0.4
O=C(COc1cccnc1[N+](=O)[O-])N1CCc2ccccc21 | 1.7 | -3.7
c1ccc(CCCNCC2COc3ccccc3O2)cc1 (stereo not given) | -0.09 | -0.6
O=C(NCc1ccc(Cl)cc1)C(=O)NCC1OCCN1C(=O)c1cccs1 (stereo not given) | -1.5 | 0.4
CCCCCCCN1CCC(=O)N(CCO)CC1 | 0.49 | -1.3
Cc1cccc(C)c1NC(=O)CSc1nnc(-c2ccco2)c(-c2ccco2)n1 | 0.24 | -1.2
O=C(COC(=O)Cc1ccccc1F)Nc1ccc2[nH]c(=O)[nH]c2c1 | -0.89 | -0.1
N=c1cc(C2(O)CCCCC2)n2c(nc3ccccc32)s1 | 0.88 | 3.6
O=C(COC(=O)Cc1cn2ccsc2n1)Nc1nc2ccccc2s1 | 1.6 | 2.9
Cc1c(C(=O)NC2CCC(C)CC2)oc2ccccc12 (stereo not given) | 0.03 | 0.3
COc1ccc(-c2noc(CCC(=O)N3CCN(c4cccc(C(F)(F)F)c4)CC3)n2)cc1 | -0.86 | -1.4
COc1cc(NC(=O)NCC2CCN(Cc3ccc(C)cc3)CC2)cc(OC)c1OC | 0.78 | -1.1
COC(=O)c1ccc(CSc2nnc(NC(=O)C3CC(=O)N(c4ccc5c(c4)OCCO5)C3)s2)cc1 (stereo not given) | 0.95 | -1.3
CC1(C)SCC2C(=O)N3C(CSC3(C)C)C(=O)N21 (stereo not given) | 2.2 | 1.1
CN(C)c1ccc(C=NCCC2(O)CCOC(C)(C)C2)cc1 (stereo not given) | 0.41 | 0.5
NC(=S)N/N=C/c1c(O)c(Br)cc2oc3c(c12)CCCC3 | -0.57 | 0.0

Assay outcomes as filed in PubChem.
